Screens from PubChem.
ALDH1A1 block: blocks purified human ALDH1A1 activity; P00352; Purified ALDH1A1, NADH fluorescence, propionaldehyde substrate; actives 7.3% (n = 220,000); AID 1030; Potency, µM (series often up to 75.3 µM), for the others: top-dose activity, negative = inhibition, usual class: inhibitors; active = well fitted inhibition curve with a large enough effect, not every such curve was filed as active; inconclusive = small, poorly fitted or top-dose-only effect, or another doubt; inactive = no such curve, though single readings can be large or run the other way;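 note: plate controls were no enzyme wells and a reference inhibitor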
Target sequence (P00352 whole entry, looked up): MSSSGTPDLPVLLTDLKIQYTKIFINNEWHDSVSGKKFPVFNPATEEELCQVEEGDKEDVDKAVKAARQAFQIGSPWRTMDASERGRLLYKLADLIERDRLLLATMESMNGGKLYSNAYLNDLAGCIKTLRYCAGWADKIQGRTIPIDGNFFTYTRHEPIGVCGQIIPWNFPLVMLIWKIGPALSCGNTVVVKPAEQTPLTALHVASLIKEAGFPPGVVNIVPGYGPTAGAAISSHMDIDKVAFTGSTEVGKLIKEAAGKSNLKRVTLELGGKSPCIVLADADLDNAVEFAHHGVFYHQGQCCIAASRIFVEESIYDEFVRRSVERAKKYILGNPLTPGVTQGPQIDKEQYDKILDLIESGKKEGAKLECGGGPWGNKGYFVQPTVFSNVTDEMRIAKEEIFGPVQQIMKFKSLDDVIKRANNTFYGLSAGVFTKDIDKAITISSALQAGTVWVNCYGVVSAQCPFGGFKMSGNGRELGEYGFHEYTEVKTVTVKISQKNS
TRb SRC2 PPI: disrupts binding of human TR beta to SRC2; P10828; TRbeta-SRC2 peptide binding, fluorescence polarization; receptor liganded with 1 µM T3; Potency, µM (titrated, usually from 106 µM), inactives show at the highest dose activity change, negative = inhibition, most hits filed as inhibitors; actives 0.065% (n = 280,000); AID 1469;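 note: plate controls were bound peptide for no effect and peptide without receptor for full effect; nearly all actives have a fitted effect of over 50% in size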
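Decrease in fluorescence polarization of 20 nM Texas Red SRC2 coactivator peptide flagged inhibition of its binding to 0.6 uM TRb LBD; 1 uM T3 included, incubation 5 hr, ex 555/em 632 nm.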
TexasRed fluor: Texas Red fluorescence interference in TRb-SRC2 counter-screen; Potency, µM (series often up to 106 µM), for inactives: at the top dose fluorescence change, negative = quenching; TRb/SRC2 Texas Red total fluorescence interference; actives 0.29% (n = 280,000); AID 1479; active = well fitted curve in either direction with a large enough effect; inconclusive = small, poorly fitted or top-dose-only effect
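Flags fluorescent or light-absorbing compounds by total fluorescence, S + 2P, at 555 nm excitation and 632 nm emission. Mixture: 20 nM Texas Red SRC2 peptide, 0.6 uM human TRb LBD, 1 uM T3, 5% DMSO; compound exposure 5 h at ambient temperature.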
Tau fluor cs: counter-screen for tau fibril formation inhibitors. tau K18 P301L Alexa594 fluorescence, heparin fibrillization. Potency, µM (series often up to 57.7 µM), for inactives: top-dose activity change, negative = decrease. actives 0.93% (n = 280,000). AID 1463; note: nearly all actives have a fitted effect of over 55% in size
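Human tau K18 P301L (15 uM unlabeled, 0.24 uM Alexa 594-labeled) in 100 mM sodium acetate pH 7 with 20 uM heparin, 6 hr at 37 C. ThT 30 uM added, 1 hr ambient; Alexa 594 FP and total fluorescence read at 555/632 nm.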
L3MBTL1 block: L3MBTL1 (human) inhibition | Potency, µM (titrated, usually from 57.1 µM), without a hit: at the top dose activity, negative = inhibition, most hits filed as inhibitors | Q9Y468 | actives 0.66% (n = 230,000) | AlphaScreen L3MBTL1–H3K9me1 peptide binding; note: nearly all actives have a fitted effect of over 60% in size
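Displacement of a biotinylated histone H3(1-15) peptide monomethylated at Lys9 (75 nM) from L3MBTL1 (50 nM) was measured by AlphaScreen after a 30 min room-temperature compound incubation; cefsulodin titration served as intraplate control.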
Tau fibril ThT: inhibitors of human tau fibril formation, thioflavin T binding; recombinant tau K18 P301L (four-repeat tau fragment), heparin-induced fibrillization, ThT fluorescence; Potency, µM (series often up to 57.4 µM), for inactives: at the top dose activity, negative = inhibition, hits mostly inhibitors; actives 2.1% (n = 270,000); AID 1460; note: nearly all actives have a fitted effect of over 55% in size
Target sequence (P10636 561-689 P618L limits assumed): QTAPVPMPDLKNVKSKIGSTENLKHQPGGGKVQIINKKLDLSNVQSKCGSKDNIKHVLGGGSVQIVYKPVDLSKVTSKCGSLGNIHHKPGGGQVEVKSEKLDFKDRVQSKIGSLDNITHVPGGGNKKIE
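Tau K18 P301L fragment (15 uM unlabeled plus 0.24 uM Alexa 594-labeled) in 100 mM sodium acetate pH 7 with compound, fibrillization induced by 20 uM heparin for 6 hr at 37 C. Thioflavin T (30 uM) added, fluorescence read after 1 hr (ex 450, em 510 nm).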
Tau fibril FP: inhibitors of human tau fibril formation; actives 0.39% (n = 280,000); K18 P301L tau heparin fibrillization, Alexa594 FP, 6 h; Potency, µM (highest dose often 57.7 µM), without a hit: top-dose activity, negative = inhibition, hits mostly inhibitors; note: nearly all actives have a fitted effect of over 55% in size
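Quantitative HTS format: compounds meet 15 uM recombinant K18 P301L tau and Alexa 594-tau tracer in 100 mM sodium acetate pH 7; 20 uM heparin triggers fibrillization at 37 C over 6 hr; FP gives the signal.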
aGal spleen mod: inhibitors or activators of human alpha-galactosidase in spleen homogenate; Potency, µM (titrated, usually from 80 µM), for the others: at the highest dose activity change, negative = inhibition, hits mostly inhibitors; human spleen homogenate, 4MU-alpha-Gal fluorescence, 40 min; P06280; AID 2107; actives 0.008% (n = 240,000);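 note: 0% = enzyme with vehicle and -100% = no enzyme basal signal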
Target sequence (P06280 32-429 limits assumed): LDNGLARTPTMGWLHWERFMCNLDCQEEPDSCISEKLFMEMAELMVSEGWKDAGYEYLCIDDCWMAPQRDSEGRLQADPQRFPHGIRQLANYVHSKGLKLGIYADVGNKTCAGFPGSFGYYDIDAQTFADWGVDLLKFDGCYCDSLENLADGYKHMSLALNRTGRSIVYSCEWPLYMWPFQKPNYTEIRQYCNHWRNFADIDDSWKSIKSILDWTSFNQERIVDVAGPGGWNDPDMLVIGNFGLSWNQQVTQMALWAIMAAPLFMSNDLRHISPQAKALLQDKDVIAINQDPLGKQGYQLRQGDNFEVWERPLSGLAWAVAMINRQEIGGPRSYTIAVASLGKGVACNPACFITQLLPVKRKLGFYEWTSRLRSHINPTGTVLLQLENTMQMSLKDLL
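Fluorogenic readout (Ex 365/Em 440 nm) of 4-methylumbelliferone released from 1 mM 4-MU-alpha-galactoside by spleen homogenate, 40 min at 37C, pH 5.0. Data normalized to no-enzyme and enzyme controls; Hill-equation AC50 from compound titrations.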
The depositor's hits bear a star; ? = inconclusive; / = not tested or not shown; [ ] = another dose, or the depositor's remark. Unless noted, calls come from the whole dose curve; as a rule, active = well fitted curve in the direction sought with a large enough effect; inconclusive = small, poorly fitted or top-dose-only effect, or another doubt; inactive = no such curve, though single readings can be large; an effect the other way counts as inactive or inconclusive. Unless noted, % is set by controls: 0 for no effect and ±100 for the full control effect; potency is the fitted concentration of half-maximal effect.

SMILES	ALDH1A1 block	TRb SRC2 PPI	TexasRed fluor	Tau fluor cs	L3MBTL1 block	Tau fibril ThT	Tau fibril FP	aGal spleen mod
CCN(c1ccc(NC(=O)CN2C(=O)NC3(CCOc4ccccc43)C2=O)cc1)C(C)C (stereo unspecified)	?	-4%	-9%	-25%	/	-22%	?	-2%
N=C1C(c2nc3ccccc3[nH]2)=C(O)CN1C1CCCCC1	/	-1%	0%	-10%	9%	-4%	-1%	6%
Cc1ccc(C2CC(C(F)(F)F)n3nc(C(=O)NCc4c(C)nn(C)c4C)c(Cl)c3N2)cc1 (stereo unspecified)	7%	-12%	-3%	-1%	-3%	-10%	9%	4%
c1cncc(-c2ccnc3ncnn23)c1	5%	3%	-1%	8%	-12%	5%	5%	-6%
CCCCn1c(O)c(N=NC(=O)c2ccncc2)c2cc(Br)ccc21	7.9µM*	-5%	0%	-12%	-12%	?	3%	-3%
CCOC(=O)c1cccc(NC(=O)N2Cc3ccccc3Oc3ncccc32)c1	/	-2%	0%	-15%	/	1%	0%	/
[O-]c1n[n+](-c2ccc(Cl)cc2)cc2ccccc12	-4%	3%	-1%	-1%	1%	-4%	4%	3%
O=C(NC(=S)NCCOCc1ccc(Cl)cc1)c1cccnc1	5%	6%	1%	-2%	-1%	0%	5%	-1%
C=C/C(=C\C)C[C@@H](CC(=O)N[C@@H](CCC(=O)O)CC(=O)O)NC(=O)[C@@H]1CNCC[C@H]1NC(=O)C[C@@H](NC(=O)C[C@H](Cc1ccccc1)NC(=O)[C@@H]1CCCC[C@H]1N)C(C)C	8%	-4%	1%	-18%	/	-4%	-10%	-6%
CCNC(=O)CC1C(=O)N(c2ccc(F)cc2)C(=O)N1CCC(C)C (stereo unspecified)	-1%	-13%	-1%	-3%	5%	-4%	-10%	-9%
CCCn1nnc(NC(=O)/C=C/c2ccc(C(C)C)cc2)n1	14µM*	4%	0%	-18%	-8%	-20%	-3%	2%
O=C(O)CCC(=O)Nc1ccc(C(=O)OCC(=O)c2ccc(Cl)cc2)cc1	4%	8%	3%	-12%	-15%	-1%	-11%	1%
Cc1ccc(-c2cc(C(=O)Nc3ccccn3)c3ccccc3n2)o1	?	-6%	-6%	-12%	?	?	-9%	7%
COc1ccccc1OCCCN1C(=O)C(=O)c2cccc(C)c21	0%	0%	-2%	20%	?	14%	7%	3%
CC1(C)CC(=O)C2=C(C1)OC(N)=C(C#N)C21CCN(Cc2ccccc2)CC1	?	3%	0%	-15%	2%	?	-13%	6%
COc1ccc(OC)c(NC(=O)c2cccc(Cn3cc(Br)c([N+](=O)[O-])n3)c2)c1	-15%	0%	-5%	?	-8%	-9%	5%	8%
C=CCOC(=O)CCP(=O)(CCC(=O)OCC=C)c1ccccc1	6%	4%	-3%	-8%	/	-12%	-3%	-2%
Cc1nc(N2CCOCC2)[nH]c(=O)c1CCC(C)C	8%	0%	3%	-4%	/	0%	-6%	6%
Cc1ccc2[nH]c(-c3ccccc3)cc(=O)c2c1	-26%	-12%	-4%	-9%	-4%	-14%	?	3%
COc1ccc(-n2c(SCCC#N)nnc2-c2cc(Cl)ccc2OC)cc1Cl	1%	-21%	-2%	-21%	-7%	-2%	-3%	-3%

Single entries from the results shown:
For TexasRed fluor, `O=C(O)CCC(=O)Nc1ccc(C(=O)OCC(=O)c2ccc(Cl)cc2)cc1` reads 3%
For aGal spleen mod, `COc1ccccc1OCCCN1C(=O)C(=O)c2cccc(C)c21` reads 3%
For Tau fibril ThT, `COc1ccc(OC)c(NC(=O)c2cccc(Cn3cc(Br)c([N+](=O)[O-])n3)c2)c1` reads -9%
For Tau fibril FP, `Cc1nc(N2CCOCC2)[nH]c(=O)c1CCC(C)C` reads -6%
For ALDH1A1 block, `COc1ccc(-n2c(SCCC#N)nnc2-c2cc(Cl)ccc2OC)cc1Cl` reads 1%
For aGal spleen mod, `Cc1ccc2[nH]c(-c3ccccc3)cc(=O)c2c1` reads 3%

Part of the list above in order of heavy-atom count, low to high.
SMILES	ALDH1A1 block	TRb SRC2 PPI	TexasRed fluor	Tau fluor cs	L3MBTL1 block	Tau fibril ThT	Tau fibril FP	aGal spleen mod
Cc1ccc2[nH]c(-c3ccccc3)cc(=O)c2c1	-26%	-12%	-4%	-9%	-4%	-14%	?	3%
CC1(C)CC(=O)C2=C(C1)OC(N)=C(C#N)C21CCN(Cc2ccccc2)CC1	?	3%	0%	-15%	2%	?	-13%	6%
Cc1ccc(C2CC(C(F)(F)F)n3nc(C(=O)NCc4c(C)nn(C)c4C)c(Cl)c3N2)cc1 (stereo unspecified)	7%	-12%	-3%	-1%	-3%	-10%	9%	4%

Further structures.
SMILES	ALDH1A1 block	TRb SRC2 PPI	TexasRed fluor	Tau fluor cs	L3MBTL1 block	Tau fibril ThT	Tau fibril FP	aGal spleen mod
O=C(CN1C(=O)COc2ccc(S(=O)(=O)N3CCCCC3)cc21)NCc1ccccc1Cl	/	-2%	0%	3%	/	8%	1%	/
COc1ccc(OC)c2sc(NC(=O)c3ccc(Br)s3)nc12	7%	-18%	-4%	-11%	-9%	-12%	1%	0%
CN(c1ccccc1)S(=O)(=O)c1nnc(NC(=O)c2cccs2)s1	/	3%	8%	-15%	/	?	-15%	/
CC(C)(C)n1nnnc1C(c1ccccc1F)N(Cc1ccco1)CC1CCCO1 (stereo unspecified)	-9%	2%	1%	-9%	-1%	?	-4%	4%
CCOc1cc(Br)c(Br)c(C=Nc2ccc(NC(C)=O)cc2)c1O	14%	-4%	1%	-12%	6%	6.3µM*	-3%	9%
CCOc1ccc(CCNC(=O)CSCc2nc(-c3cccc(C)c3)oc2C)cc1OCC	/	-2%	-4%	-9%	/	-15%	11%	/
COC(=O)c1ccc(CNC(=O)c2c3c(nc4ccccc24)CCN(Cc2ccccc2)C3)cc1	?	-5%	0%	14%	5%	2%	6%	-3%
COc1ccc(-c2noc(-c3cccc(OC)c3OC)n2)cc1	/	-7%	4%	-25%	/	?	-11%	/
O=C(NCCN1CCOCC1)c1ccc(F)cc1	1%	-4%	-1%	-3%	/	-12%	5%	-2%
CCN(CC)CCNC(=O)CS(=O)Cc1nc(-c2ccc(Cl)cc2)oc1C (stereo unspecified)	-2%	-2%	-1%	-2%	-4%	-6%	1%	-1%
CCc1nc(C)cc2c1sc1ccccc12	/	1%	-1%	-8%	42%[activator]	-14%	-4%	2%
C/C(=C\C(=O)c1ccc(C)cc1)Nc1cccc(O)c1	-6%	1%	0%	?	0%	?	6%	-16%
COc1cccc(CNC(=O)CSC2=Nc3ccccc3N=C(c3ccc(F)cc3)C2)c1	/	-2%	?	-15%	/	-7%	-14%	/
COc1ccc(C(=O)Nc2ccc(C)cn2)c(OC)c1	-8%	-4%	-7%	-4%	-4%	-8%	-2%	-3%
COc1ccc(N(C(C)C(=O)N/N=C/c2cc(Br)c(C)o2)S(C)(=O)=O)cc1 (stereo unspecified)	-2%	2%	1%	-8%	-5%	-2%	-6%	1%
COc1cccc(N=Nc2c(=O)[nH]n3c(C)cc(C)nc23)c1	3%	3%	-9%	-8%	-3%	?	4%	-7%
Cc1[nH]n(-c2cccc(Cl)c2)c(=O)c1-c1ccc(Cl)cc1	8%	-11%	1%	?	/	?	9%	3%
O=C(CC1C(=O)N(c2ccc(F)cc2)C(=O)N1Cc1ccc2c(c1)OCO2)Nc1ccc(Cl)cc1 (stereo unspecified)	/	3%	0%	?	/	3%	?	/
Cc1ccc2nc(SCC(=O)Nc3ccc(C#N)cc3)[nH]c2c1	/	-10%	?	-19%	/	-3%	-19%	/
CCOc1ccc(NC(=O)CN(C)Cc2cc(=O)n3c(-c4ccccc4)csc3n2)cc1OCC	?	4%	-1%	-7%	?	-11%	5%	8%
O=P(/C(=N/O)Sc1ccccc1)(N1CCOCC1)N1CCOCC1	-3%	3%	0%	-7%	-6%	-21%	2%	-2%
Cc1nonc1OCCNCCNc1ccc([N+](=O)[O-])cc1Cl	4%	3%	0%	0%	7%	-3%	-9%	-3%
O=C(O)c1ccc(Cl)c(S(=O)(=O)NCc2cccnc2)c1	14%	-1%	-2%	1%	-6%	5%	0%	-6%
Cc1cccn2cc(-c3cccc(NC(=O)C(C)C)c3)nc12	/	-1%	-1%	0%	/	-7%	-4%	/
O=C(O)CNc1ncccc1[N+](=O)[O-]	10%	-2%	-4%	5%	8%	0%	-3%	-4%
Cc1cccc(C2=NN(c3ccccc3)[C@H](CO)[C@H]2C)c1	?	6%	-3%	?	/	?	?	?
O=C(NS(=O)(=O)c1ccccc1)c1ccccc1F	4%	-19%	-4%	4%	9%	1%	5%	2%
CCOC(=O)C1CCN(CCC(=O)Nc2ccc(F)cc2)CC1	11%	3%	0%	-2%	24%	0%	-1%	-2%
CSCCCNC(=O)c1ccc(OC2CCN(CCc3ccccc3)CC2)cc1	?	0%	-1%	-10%	-18%	-7%	-6%	-19%
Cc1ccc(-c2ccc(CCC(=O)O)n2CC2CCCO2)cc1 (stereo unspecified)	?	1%	1%	-1%	-2%	-14%	6%	?
COc1ccc(-n2nc3c(N4CCCC(C(=O)NCCc5ccc(C)cc5)C4)nnc(C)c3c2C)cc1 (stereo unspecified)	/	-7%	-1%	-11%	/	?	-13%	/
CC1(C)Cc2c(C#N)c(NCCc3ccccc3)nc(-c3ccco3)c2CO1	?	-2%	-2%	2%	4%	?	-4%	9%
CC(C)OCCCn1c(SCc2ccccc2C#N)nc2c(sc3ccccc32)c1=O	/	2%	-4%	-8%	/	-3%	0%	/
